# Source: PubChem BioAssay (The Scripps Research Institute Molecular Screening Center)
# PG9 Ab binder = binders of HIV-1 gp120 antibody PG9, primary screen, biochemical, TR-FRET. inhibition, % at 6.7 µM. TR-FRET gp120-PG9 antibody binding. AID 624416, 2012. HIV-1 gp120 / PG9 antibody interaction. 0.43% of 360,000 active; in the data active means inhibition above about 8.5%
# UHRF1 binding = UHRF1 methylated DNA binding inhibitors, primary screen, counter-screen for MBD2 inhibitor project, biochemical, TR-FRET, human UHRF1, single concentration | E3 ubiquitin-protein ligase UHRF1 (Homo sapiens), Q96T88 | UHRF1 binding to methylated oligo | inhibition, % at 4.4 µM | 0.75% of 370,000 active | AID 687016, 2013; in the data active means inhibition above about 21%;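 further: UHRF1 SRA domain binding a hemimethylated CpG hairpin DNA probe; 0% = median of test compound wells and 100% = reference inhibitor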
# HTRA1 inhibitor = HTRA1 serine protease inhibitors, primary screen, biochemical, fluorescence polarization, HTS. Q92743. recombinant HTRA1, FP-rhodamine activity-based probe. inhibition, % at 5.96 µM. 0.5% of 340,000 active. AID 504803, 2011; in the data active means inhibition above about 36%;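 further: 0% = enzyme with DMSO and 100% = wells lacking enzyme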
# TDP2 absorb = human TDP2 enzyme inhibitors, primary screen, biochemical, epi absorbance, recombinant enzyme; Tyrosyl-DNA phosphodiesterase 2 (Homo sapiens), O95551; T5PNP hydrolysis, p-nitrophenol absorbance 415 nm; inhibition, % at 12.8 µM; 0.34% of 370,000 active;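 active means inhibition above the mean of all tested compounds plus 3 SD, set per campaign, cut at about 25% in these data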;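 further: 0% = DMSO with enzyme and 100% = buffer with substrate but no TDP2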
#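 System – recombinant human TDP2 · Quantity – TDP2 enzyme at 120 nM final · Doses – single concentration, 12.8 µM nominal, with 1% DMSO · Incubation – 2 h at 37 °C · Measured by – epi absorbance of p-nitrophenol freed from T5PNP by hydrolysis · Read-out – % inhibition relative to enzyme-containing and enzyme-free wells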
# SIAE inh = human SIAE inhibitors, primary screen, biochemical, fluorescence polarization, FP-Rh probe, 1536-well HTS. Sialate O-acetylesterase (Homo sapiens), Q9HAT2. SIAE FP-Rh probe binding. inhibition, % at 9.66 µM. 0.69% of 370,000 active. AID 1053197, 2014;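 active means inhibition above a cutoff: mean of compounds within the control limits plus 3 SD of those, cut at about 17% in these data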;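 further: 0% = plate median of compound wells and 100% = probe without SIAE protein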
# Target sequence (Q9HAT2 whole entry, looked up): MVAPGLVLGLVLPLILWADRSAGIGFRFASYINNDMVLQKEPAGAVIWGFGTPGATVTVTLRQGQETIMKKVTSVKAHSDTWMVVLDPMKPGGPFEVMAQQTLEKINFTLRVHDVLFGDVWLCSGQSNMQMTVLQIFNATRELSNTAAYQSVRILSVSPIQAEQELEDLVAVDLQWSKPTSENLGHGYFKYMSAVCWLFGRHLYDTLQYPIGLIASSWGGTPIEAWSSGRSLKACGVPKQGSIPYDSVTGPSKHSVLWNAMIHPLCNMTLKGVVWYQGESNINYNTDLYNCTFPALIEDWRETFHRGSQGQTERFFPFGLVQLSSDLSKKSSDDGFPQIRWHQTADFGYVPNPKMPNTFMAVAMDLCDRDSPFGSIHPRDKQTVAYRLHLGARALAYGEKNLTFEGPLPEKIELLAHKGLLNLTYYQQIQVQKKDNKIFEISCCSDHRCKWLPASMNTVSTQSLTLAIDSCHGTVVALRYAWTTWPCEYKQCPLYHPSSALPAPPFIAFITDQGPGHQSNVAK
# DDE Tn7 FP inh = inhibitors of Tn7 peptide binding to fibrin DD(E), primary screen, biochemical, fluorescence polarization, human fibrin, Tn7 probe; FP displacement of FITC-Tn7 peptide from fibrin DD(E); 0% = median of compound wells per plate; inhibition, % at 8.3 µM; 0.13% of 370,000 active; AID 720508, 2013;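 active means inhibition above the mean of compounds falling within the control limits plus 3 SD of them, cut at about 14% in these data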;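 further: 0% = plate median of compound wells and 100% = 10 µM Aha-Tn7 peptide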
#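 system = human fibrin DD(E) protein | quantity = DD(E) 2 µM final | medium = Tris/NaCl/CaCl2 buffer, pH 7.8 | also added = labelled Tn7 tracer, 0.1 µM | compound dosing = single point at 8.3 µM | timing = compound with protein 10 min, then 3 h after probe, room temperature | signal = FP measurement | benchmarks = Aha-Tn7 high control | repeats = one replicate per compound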
# PRMT1 inh = PRMT1 methyltransferase inhibitors, primary screen, biochemical, fluorescence polarization | Protein arginine N-methyltransferase 1 (Homo sapiens), Q99873 | inhibition, % at 2.79 µM | 1.3% of 370,000 active | recombinant PRMT1, activity-based probe fluorescence polarization;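 active means inhibition above about 21% made by adding two undisclosed values, limit read from the data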
# Target sequence (Q99873 whole entry, looked up): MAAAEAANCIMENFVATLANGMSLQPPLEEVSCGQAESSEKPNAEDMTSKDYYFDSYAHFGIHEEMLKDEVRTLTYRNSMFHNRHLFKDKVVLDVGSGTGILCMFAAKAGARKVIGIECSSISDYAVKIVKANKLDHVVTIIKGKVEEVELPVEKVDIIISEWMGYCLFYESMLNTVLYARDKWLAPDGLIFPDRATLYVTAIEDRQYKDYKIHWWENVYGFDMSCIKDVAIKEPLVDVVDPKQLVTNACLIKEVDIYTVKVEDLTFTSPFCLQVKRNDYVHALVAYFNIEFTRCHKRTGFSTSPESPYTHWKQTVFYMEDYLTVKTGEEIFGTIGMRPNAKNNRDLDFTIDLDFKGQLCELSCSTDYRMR
# LEDGF integ inh = blockers of LEDGF/p75-dependent integrase strand transfer – biochemical, TR-FRET, high throughput, primary screen; HIV-1 integrase (with human LEDGF/p75); AID 743269, 2014; 0.64% of 370,000 active; inhibition, % at 3.7 µM; TR-FRET IN-LEDGF/p75 DNA integration, Eu/Cy5;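 active means inhibition above the screen-wide mean plus 3 SD, cut at about 13% in these data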;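 further: signal is the Cy5 over europium emission ratio at 671 and 618 nm; 0% = plate median of compound wells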
# TCR-CD3 inh = inhibitors of human TCR-CD3 interaction, primary screen, biochemical, fluorescence, TAMRA-labeled TCR probe | inhibition, % at 9.4 µM | 0.37% of 360,000 active; in the data active means inhibition above about 19%;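 further: recombinant mutant TCR 2C K166C tagged with TAMRA read by polarization; 0% = receptor in buffer alone and 100% = receptor with positive control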
# mABHD4 FP = ABHD4 inhibitors, primary screen, biochemical, fluorescence polarization, mouse. inhibition, % at 8.92 µM. purified mABHD4, FP-Rh probe fluorescence polarization. 0.54% of 370,000 active. (Lyso)-N-acylphosphatidylethanolamine lipase (Mus musculus), Q8VD66;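 active means inhibition exceeding the mean over every tested compound plus 3 SD, cut at about 30% in these data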;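 further: 0% = plate median of compound wells and 100% = S159A mutant with DMSO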
#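 Doses – 8.92 µM, single dose · Material – wild-type mouse ABHD4 protein · Replication – single well per compound (singlicate) · Measure – percent inhibition of probe binding, normalized to plate controls · Schedule – 45 min compound pre-incubation plus 60 min probe step, 25 °C · Detection – fluorescence polarization with parallel and perpendicular emission, 525/598 nm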
# Active calls of the source: *; x = not tested or not shown.
No.	mol	PG9 Ab binder	UHRF1 binding	HTRA1 inhibitor	TDP2 absorb	SIAE inh	DDE Tn7 FP inh	PRMT1 inh	LEDGF integ inh	TCR-CD3 inh	mABHD4 FP
1	CCN1C(=O)C(O)(CC(=O)/C=C/C=C/c2ccccc2)c2ccccc21 (centres undefined)	-3.5	-4	-10	-5	0	0	2	-1	8	-1
2	N#CCCN(Cc1ccccc1)C(c1ccnc2ccccc12)c1nnnn1-c1ccc2c(c1)OCCO2 (centres undefined)	-4.0	2	x	-14	3	-3	-3	3	-7	-8
3	O=C(NCC1CCCN(Cc2ccc3nonc3c2)C1)c1cccc(C(F)(F)F)c1 (centres undefined)	-0.7	0	-10	-6	0	5	-5	-2	7	1
4	COc1ccc(-c2csc(NC3CCCCC3)n2)c(OC)c1	0.1	2	-8	5	-22	4	1	-1	-15	2
5	CC(C)Oc1ccc(CN2CCC2(C)C(=O)Nc2cccc3cccnc23)cc1 (centres undefined)	0.3	5	x	2	-3	3	2	-1	-7	-7
6	CC(C)(C)OC(=O)N1CCCC(C(=O)CC#N)C1 (centres undefined)	3.2	7	3	-5	-9	-1	6	-2	3	-17
7	CCCCC(=O)Nc1cc(NC(=O)CCCC)cc(C(=O)O)c1	0.2	2	-1	-9	0	-1	-1	3	-1	3
8	COc1ccc(NC(=O)Cc2ccccc2F)cn1	-1.5	0	-3	-12	0	-1	-1	1	-6	5
9	Cc1sc2nc(CC(=O)NN)[nH]c(=O)c2c1C	-1.8	1	-10	-10	-1	4	4	-6	4	0
10	COc1ccc(CC(=O)NC2CCS(=O)(=O)C2)cc1 (centres undefined)	1.4	2	5	1	-2	4	3	-1	-3	7

# Overlap with the part before: 3 compounds, then new ones.
No.	mol	PG9 Ab binder	UHRF1 binding	HTRA1 inhibitor	TDP2 absorb	SIAE inh	DDE Tn7 FP inh	PRMT1 inh	LEDGF integ inh	TCR-CD3 inh	mABHD4 FP
8	COc1ccc(NC(=O)Cc2ccccc2F)cn1	-1.5	0	-3	-12	0	-1	-1	1	-6	5
9	Cc1sc2nc(CC(=O)NN)[nH]c(=O)c2c1C	-1.8	1	-10	-10	-1	4	4	-6	4	0
10	COc1ccc(CC(=O)NC2CCS(=O)(=O)C2)cc1 (centres undefined)	1.4	2	5	1	-2	4	3	-1	-3	7
11	CCc1nnc(NC(=O)C2CCCN2S(=O)(=O)c2ccccc2)s1 (centres undefined)	-1.0	-2	3	11	4	-5	-1	-1	4	2
12	CC(C)(C)NC(=O)C(=O)NNC(=O)c1ccccc1Br	-0.2	1	4	-8	4	-14	5	0	-3	4
13	COc1ccc(CCn2c(=N)c(C(=O)NCC3CCCO3)cc3c(=O)n4ccccc4nc32)cc1 (centres undefined)	-0.7	-15	-6	-23	6	6	-5	2	-6	-8
14	O=C(c1cccnc1)N1CCN(C(=O)c2cccs2)CC1	-1.1	0	10	9	-2	2	0	0	-1	5
15	CCc1nnc(NC(=O)CSc2nnc(-c3ccco3)o2)s1	-2.6	-4	-2	7	3	-1	-2	4	5	4
16	Cc1ccccc1-n1c(Cn2c(=O)sc3ccccc32)nnc1SCC(N)=O	-1.7	-1	6	-1	5	2	0	1	6	-3
17	CCn1nnnc1SCC(=O)c1cc(OC)ccc1OC	1.9	1	6	-5	7	-2	-1	5	2	1
18	CCCc1ccc2oc(C(=O)N3CCC(N4CCCC(O)C4)CC3)c(C)c2c1 (centres undefined)	-0.4	-2	-2	-9	1	6	-3	1	0	7
19	O=C(Nc1cnccn1)C1c2ccccc2Oc2ccccc21	-1.8	4	0	-7	3	7	2	6	-3	-2
20	O[C@H]1CN(CC2CCCCC2)[C@@H](c2ccccc2)C[C@@H]1n1cc(C2CC2)nn1	1.6	9	-11	2	-3	-4	0	3	6	-5

# Some of these compounds in order of their number in SIAE inh, falling:
entry | SMILES | PG9 Ab binder | HTRA1 inhibitor | TDP2 absorb | SIAE inh | DDE Tn7 FP inh | PRMT1 inh | LEDGF integ inh | TCR-CD3 inh
17 | CCn1nnnc1SCC(=O)c1cc(OC)ccc1OC | 1.9 | 6 | -5 | 7 | -2 | -1 | 5 | 2
12 | CC(C)(C)NC(=O)C(=O)NNC(=O)c1ccccc1Br | -0.2 | 4 | -8 | 4 | -14 | 5 | 0 | -3
19 | O=C(Nc1cnccn1)C1c2ccccc2Oc2ccccc21 | -1.8 | 0 | -7 | 3 | 7 | 2 | 6 | -3
5 | CC(C)Oc1ccc(CN2CCC2(C)C(=O)Nc2cccc3cccnc23)cc1 (centres undefined) | 0.3 | x | 2 | -3 | 3 | 2 | -1 | -7
4 | COc1ccc(-c2csc(NC3CCCCC3)n2)c(OC)c1 | 0.1 | -8 | 5 | -22 | 4 | 1 | -1 | -15

# Next part:
No.	mol	PG9 Ab binder	UHRF1 binding	HTRA1 inhibitor	TDP2 absorb	SIAE inh	DDE Tn7 FP inh	PRMT1 inh	LEDGF integ inh	TCR-CD3 inh	mABHD4 FP
21	Cc1ccc(C(=O)NCCCNC(=O)Cc2ccccc2)cn1	-1.2	4	5	9	13	3	-5	5	-5	-6
22	CCOc1ccc(N2CC(C(=O)Nc3ccc(S(=O)(=O)N4CCOCC4)cc3)CC2=O)cc1 (centres undefined)	-2.1	2	-1	-16	0	-3	-3	6	-6	4
23	O=C(COC(=O)C1CCN(S(=O)(=O)c2ccc3c(c2)OCCO3)CC1)Nc1ccc(C(F)(F)F)cc1	-1.3	-3	-33	-10	-22	-4	-1	4	4	-11
24	Cc1nc2sc(C(c3ccc(Br)cc3)N3CC(C)OC(C)C3)c(O)n2n1 (centres undefined)	-0.2	3	-2	-1	-5	-6	0	0	1	2
25	Cc1ccccc1C(=O)NNC(=S)NC(=O)c1ccccc1	-1.0	-5	0	1	0	-3	5	1	8	10
26	CCCc1ccc(NC(C)C(=O)Nc2ccc(S(=O)(=O)N3CCOCC3)cc2)cc1 (centres undefined)	0.4	0	-4	3	2	-1	6	-4	-3	-2
27	CN(CCNC(=O)C1CCN(S(=O)(=O)c2cnc[nH]2)CC1)Cc1ccccc1	0.1	0	5	17	5	6	-3	0	4	-2
28	O=C(C1COc2ccccc2O1)N1CCN(c2ccc(C(F)(F)F)cn2)CC1 (centres undefined)	-2.0	0	-3	-6	x	-3	-1	3	-5	-6
29	CCc1ccccc1NC(=O)COc1ccc2oc(-c3ccc(OC)cc3)cc(=O)c2c1	18*	5	-9	4	1	4	-2	1	-2	2
30	CCN(CC)S(=O)(=O)c1ccc(O)c(C(=O)OCC(=O)N2CCCC2)c1	-0.8	3	5	-14	-2	-4	-3	2	-6	5

# Additional results follow:
No.	mol	PG9 Ab binder	UHRF1 binding	HTRA1 inhibitor	TDP2 absorb	SIAE inh	DDE Tn7 FP inh	PRMT1 inh	LEDGF integ inh	TCR-CD3 inh	mABHD4 FP
31	C=CCn1c(C)cc(-c2csc(NC(=O)C3=COCCO3)n2)c1C	1.7	0	16	13	10	6	7	51*	11	13
32	COCCCN(C(=O)c1cc(Cl)nc2ccccc12)c1c(N)n(Cc2ccccc2)c(=O)[nH]c1=O	-0.8	-4	-5	-3	1	-8	-4	2	4	-1
33	Cc1ccc(C)c(OCCC(=O)N2CCN(S(=O)(=O)c3cc(C)ccc3C)CC2)c1	-1.4	2	-21	-4	-4	1	1	2	-4	-4
34	COc1cccc(C(=O)Nc2nnc(SCC(=O)NC3CCCC3)s2)c1	-0.3	7	1	-10	8	-1	3	-1	-1	3
35	COc1ccccc1NC(=O)CSc1nc2sc3c(c2c(=O)n1-c1ccccc1)CCN(C)C3	4.9	2	-16	-8	-2	-9	10	1	0	0
36	Cc1cc(C)c(NC(=O)c2ccoc2C)c(C)c1	0.6	5	2	-6	-2	6	1	0	-8	-11
37	O=C(COc1ccc(S(=O)(=O)NC2CCCCC2)cc1Cl)NCc1cccnc1	-0.4	1	-8	11	4	-1	1	1	10	4
38	CC1(C)CC(=O)C=C(Nc2ccccc2F)C1	-1.6	-1	0	-8	-5	-4	0	2	4	2
39	CCOc1ccc(/C=N/NC(=O)C(C)N(c2ccc(OC)cc2)S(C)(=O)=O)cc1 (centres undefined)	0.6	0	8	-14	-7	2	4	-1	-4	-4
40	COc1cc(NC(=O)CN(c2ccc(C)cc2)S(=O)(=O)c2c(C)nn(C)c2C)cc(OC)c1	-0.6	2	-10	-11	-6	-4	0	1	-3	-3

# (continued)
No.	mol	PG9 Ab binder	UHRF1 binding	HTRA1 inhibitor	TDP2 absorb	SIAE inh	DDE Tn7 FP inh	PRMT1 inh	LEDGF integ inh	TCR-CD3 inh	mABHD4 FP
41	CC(C)N(C(=O)COc1ccc(Br)cc1Cl)C(C)C	2.1	-1	-6	-4	-3	-3	-2	0	0	-1
42	COc1ccc2[nH]c(=O)c(CN(C(C)=O)c3ccc(C)c(C)c3)cc2c1	-1.2	-3	-4	6	-2	-2	1	-5	-7	1
43	O=C(Oc1ccccc1)N1CCN(C(=O)c2ccco2)CC1	-0.6	-2	-3	19	3	1	-3	3	-3	2
44	CCCCNC(=O)CSc1nc2cc(OC)c(OC)cc2c(=O)n1Cc1ccc(OC)cc1	0.5	0	-3	8	-4	-2	2	0	-9	5
45	CC(C)c1cc(NCCOCCO)n2c(nc3ccccc32)c1C#N	-5.1	-4	5	6	7	-3	-4	-1	-2	-1
46	Clc1ccc(NCc2nnc3n2CCCCC3)cc1	0.4	3	-3	0	-1	4	6	7	-1	-7
47	Cc1ccc(S(=O)(=O)NCC(=O)OCC(=O)NC(=O)NC2CCCC2)cc1	-0.2	1	-3	-4	1	-4	1	2	14	5
48	COc1cc(NC(=O)c2cccnc2)c(Cl)cc1NC(=O)c1ccc(Cl)cc1	1.6	-2	4	-5	-3	6	-5	4	13	-2
49	O=C(Nc1ccc2c(c1)OCO2)c1ccc(NC2CC2)c([N+](=O)[O-])c1	-0.3	-6	2	1	2	0	-1	-2	3	6
